From PubChem
Yfh1-depleted yeast: enhancers of respiration in Yfh1-depleted yeast, dose response, Friedreich's ataxia, plus single-dose screen (AID 1465). S. cerevisiae Yfh1-off respiration, WST-1 reduction, 72 h; higher fold induction means a stronger effect. fold induction at 50 µM, or EC50 in µM where a hit was titrated. 0.074% of 220,000 active;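 active = fold induction of absorbance versus untreated yeast above a set limit, then at least 30% activation at any dose in follow-up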;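 also: activators that raise dye reduction in frataxin-depleted yeast; strong numbers were not always called active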
b-catenin transl: modulators of beta-catenin nuclear translocation, primary screen, imaging, HeLa cells, immunofluorescence, high-content; AID 1665, 2009; 0.3% of 190,000 active; nuclear translocation activity, % at 5 µM;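 active = nuclear translocation activity above 50% at 5 µM, with a well cell count of 50 or more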;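 also: per-cell ratio of nuclear to cytoplasmic median beta-catenin stain intensity; plate controls were DMSO negative control for no effect and GSK-3 inhibitor IX positive control for full effect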
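System: Human HeLa cells, endogenous beta-catenin | Compound dosing: 5 µM primary, 0.02–20 µM confirmation | Timing: 24 h compound exposure at 37°C, 5% CO2 | Measured by: Fluorescence imaging of beta-catenin antibody stain plus DAPI | Read-out basis: % activation of per-cell nuclear versus cytoplasmic median beta-catenin signal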
MT stabilizer: microtubule stabilizers in HeLa cells, primary screen, imaging, high-content imaging; HeLa tubulin immunostaining HCS, 24 h; share of cells brighter than vehicle mean+2SD; % tubulin-high responders, % at 10 µM; 0.83% of 200,000 active;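 active = plate Z-score above 3 for both tubulin-high and condensed-nucleus cell shares, with cell loss under 80%, at 10 µM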;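 also: anti alpha tubulin signal scored within the nucleus-defined area of each cell; some results filed as inactive read as strong as hits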
Ins promoter up: insulin promoter activators in MIN6 cells, imaging, high-content screening, mouse beta cells. MIN6 insulin promoter-GFP reporter; stronger effect = higher value. z-score at 5 µM. 0.3% of 190,000 active. AID 1625, 2009;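 active = z-score above 3 at 5 µM with at least 500 cells counted in the well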
NOD2 inhibition: NOD2 signaling inhibitors, cell-based, luminescence, uHTS, HEK293 (AID 1566) | HEK293 NOD2/NF-kB luciferase reporter, luminescence; higher % means a stronger effect | inhibition, % at 4 µM; hits with a dose series show EC50 in µM | 0.63% of 290,000 active; in the data active = inhibition above about 50%; also: many of its hits are not listed in these tables
WT yeast gro inh: growth inhibition of WT strain, primary screen, mitochondrial fusion inhibitor project, WT and mutant strains, chemical genetic; mitochondrial fusion phenotypic screen; inhibition, % at 10 µM; 2.1% of 190,000 active; AID 1362, 2008; in the data active = inhibition above about 58%; tested in S. cerevisiae
Autophagy HCS: autophagy modulators in MEF cells, primary screen, imaging, high-content, MEF GFP-LC3; MEF GFP-LC3 puncta imaging; test concentration mostly 10 µM; calls only at 10 µM (by protocol); 0.98% of 190,000 active; AID 463193, 2010;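 active = percentage of spot-positive cells more than 3 SD above its plate mean, without a fluorescence outlier flag or 80% toxicity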;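 also: spot-positive cell cutoff set from DMSO-treated cells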
Lipid droplet: inhibitors of hepatocyte lipid droplet formation, primary screen, imaging, high-throughput imaging, BODIPY stain; AML12 mouse hepatocytes, oleate lipid droplets; inhibition, % at 6.5 µM; 0.4% of 240,000 active;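 active = lipid droplet intensity inhibited by at least 50%, with more than 500 cells counted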
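Assay system: AML12 hepatocytes (mouse); Probe or stimulus: oleic acid at 100 µM to induce lipid droplet formation; Dosing: compound at 6.5 µM only; Schedule: compound with oleate, overnight; Detection: fluorescence imaging, 20x objective, two fields per well; Measure: % inhibition of lipid droplet signal.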
Dynein transport: inhibitors of GR-EGFP nuclear translocation, primary screen, dynein cargo transport inhibitor project, imaging, high-content, 3617.4 mouse cells. 0.47% of 220,000 active. z-score, hits read low. test concentration mostly 20 µM; stimulated with dexamethasone, 1 µM; stronger effect = lower value. AID 1381, 2008;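 active = plate z-score of nuclear minus cytoplasmic receptor signal below a set negative limit, without overly bright fluorescence or cell loss, cut at about -3.5 in these data, passing the limit was not always enough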;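 also: z-score of nuclear minus cytoplasmic ring GR-EGFP intensity difference per well; some compounds called inactive have numbers as strong as hits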
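Schedule: 48 h induction, then 1 h compound, then 30 min agonist, 37 °C. Buffer or medium: tetracycline-free induction medium containing charcoal-stripped FBS. Reagent: 1.0 µM final dexamethasone stimulus. Evaluation: nuclear versus cytoplasmic GR-EGFP signal, averaged per well. Signal: high-content fluorescence imaging after fixation.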
WT yeast gro inh mutant strain: second read-out of WT yeast gro inh, no call of its own (marks repeat the call); inhibition, %; mitochondrial fusion phenotypic screen, mutant strain inhibition
Dynein transport cytoplasmic EGFP: second read-out of Dynein transport, no call of its own (marks repeat the call); z-score; measured here: cytoplasmic GR-EGFP intensity; stronger effect = higher value
Dynein transport nuclear GR-EGFP: further read-out of Dynein transport, marked with its call; z-score; measured here: nuclear GR-EGFP intensity;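 lower value marks the stronger effect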
Dynein transport cell count: further read-out of Dynein transport, marked with its call; z-score; measured here: cell count per field
Ins promoter up cell count: recorded beside Ins promoter up, whose call it bears; cell count; measured here: cytotoxicity, nuclei count;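 total cells summed across four imaged fields per well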
Lipid droplet cells 6.5 µM: second read-out of Lipid droplet, no call of its own (marks repeat the call); cell count; measured here: cell count, cytotoxicity flag;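 cells counted across two imaged fields per well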
b-catenin transl cell count 5 µM: also measured in b-catenin transl; calls as there; cell count; measured here: cell count, cytotoxicity flag
MT stabilizer Hoechst-high %: also measured in MT stabilizer; calls as there; % Hoechst-high responders; measured here: nuclear condensation Hoechst responders;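 share of cells brighter than vehicle mean plus two SD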
MT stabilizer cytotoxicity %: second read-out of MT stabilizer, no call of its own (marks repeat the call); toxicity, %; measured here: cytotoxicity by cell density;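 0% = mean cell density of plate MIN control wells and 100% = no cells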
Autophagy HCS cell loss 18 h: also measured in Autophagy HCS; calls as there; toxicity, %; measured here: cell loss, nuclei count;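 cell loss after 18 h compound exposure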
Active calls of the source: *; i = inactive; nt = no result given. Not all compounds are listed; the hit share may differ from the screen's.

compound,Yfh1-depleted yeast,b-catenin transl,b-catenin transl cell count 5 µM,MT stabilizer,MT stabilizer Hoechst-high %,MT stabilizer cytotoxicity %,Ins promoter up,Ins promoter up cell count,NOD2 inhibition,WT yeast gro inh,WT yeast gro inh mutant strain,Autophagy HCS,Autophagy HCS cell loss 18 h,Lipid droplet,Lipid droplet cells 6.5 µM,Dynein transport,Dynein transport cytoplasmic EGFP,Dynein transport nuclear GR-EGFP,Dynein transport cell count
Cc1cccnc1NC(=O)c1ccc2nc(N)sc2c1,i,nt,nt,2.0,1.4,3.6,1.2,767,5%,-16,-20,i,-6,-17,743,-0.93,-0.047,-0.5,-0.0033
Cc1cc(C)c2nc(N3CCCC3)c(C#N)cc2c1,i,0.6,1113,2.2,0.7,1.6,0.16,1191,-13%,2,21,i,3,nt,nt,0.14,-0.16,0.43,-0.66
Cc1cccc(NC(=O)NNC(=O)c2cc3ccccc3cc2O)c1C,i,-0.2,1169,3.2,3.4,1.4,nt,nt,1%,11,-1,i,12,0,693,-0.69,-0.27,-0.23,0.71
O=C(c1cc(-c2ccncc2)nc2ccccc12)N1CCN(S(=O)(=O)/C=C/c2ccccc2)CC1,i,1.7,1368,3.9,2.1,4.9,-0.57,862,-11%,-3,-14,i,0,nt,nt,0.25,-0.28,0.25,0.2
CCC(=O)NNc1nc2c(C)cccc2s1,i,-1.7,1121,1.7,2.0,4.9,-0.61,1272,9%,9,-2,i,4,0,653,-0.24,-0.29,-0.39,0.68
O=S1(=O)NC(=NCc2ccco2)c2ccccc21,i,0.2,1086,3.1,2.5,6.5,0.56,1934,4%,2,-13,i,-1,-3,669,1.1,-0.28,0.79,-0.037
Cc1ccc(NC(=O)NC(=S)NC(=O)c2ccccc2)cc1,i,-1.9,974,1.9,3.1,8.8,nt,nt,-3%,19,3,i,-1,0,513,1.3,0.27,0.8,-0.95
O=C(CCCC(=O)NCC1CCCO1)NCC1CCCO1 (stereo not drawn),i,nt,nt,2.3,2.7,8.0,nt,nt,2%,1,7,i,17,nt,nt,0.32,-0.25,0.81,0.38
O=C(CSc1nnc(-c2cccnc2)o1)OC1CCCCC1,i,0.3,1118,3.7,1.2,6.9,-0.27,1201,-14%,2,11,i,-7,12,729,-0.99,0.029,-0.56,-0.02
COc1ccc(N(CC(=O)N2c3ccccc3CC2C)S(=O)(=O)c2c(C)nn(C)c2C)cc1 (stereo not drawn),i,0.3,1111,4.3,1.0,7.9,0.69,922,10%,-12,1,i,7,nt,nt,2.1,-0.3,1.3,0.056
CC(=O)Oc1cccc(/C=c2\sc3nc(-c4ccco4)nn3c2=O)c1,i,nt,nt,3.8,1.9,1.4,0.14,1259,11%,-5,-17,i,-6,0,721,-1.1,0.14,-0.65,-0.066
Cc1ccc(/C=C2\SC(=S)N(c3cccnc3)C2=O)cc1,i,1.5,1092,3.6,1.4,9.9,0.08,1339,22%,-2,-6,i,-5,7,716,-0.52,0.9,-0.19,0.36
CC(=O)c1ccc(N=Nc2ccc(N)cc2)cc1,i,-0.3,1358,nt,nt,nt,-0.43,1431,-131%,nt,nt,nt,nt,-3,789,-0.35,-0.24,-0.44,0.74
O=C1CC(=O)C(n2cncn2)C(c2ccc(Cl)cc2Cl)C1 (stereo not drawn),i,-1.8,1077,1.6,0.9,6.0,0.38,1949,-11%,13,5,i,1,-4,657,nt,nt,nt,nt
NC(=O)c1ccc2c(=O)n3c(-c4cc(Cl)c(N)c(Cl)c4)csc3nc2c1,i,66*,344*,nt,nt,nt,-0.34,826,2%,nt,nt,nt,nt,43,649,-0.15,-0.67,0.037,-0.43
COC(=O)C1=NN(C(C)=O)C2(CC(=O)N(c3cc(C)cc(C)c3)C2=O)C1 (stereo not drawn),i,-1.3,1000,1.1,2.6,13,0.05,1396,2%,-12,4,i,6,0,641,0.87,-0.2,0.61,-1.1
COc1cccc(CNC(=O)CN(C)S(=O)(=O)c2cccc3cccnc23)c1,i,0.7,1297,nt,nt,nt,0.08,1138,12%,nt,nt,nt,nt,-15,748,1.8,-0.093,1.4,-1.2
CC1CCCC(NC(=O)c2ccc3c(=O)n(CC4CCCO4)c(=O)[nH]c3c2)C1C (stereo not drawn),i,-4.1,950,3.1,2.6,8.4,-0.38,1408,4%,5,20,i,-7,nt,nt,-0.75,-0.23,-0.3,0.62
Cc1nn(C)c(C)c1CCC(=O)O,i,-0.8,1567,2.4,0.7,2.3,nt,nt,-5%,6,5,i,-11,11,706,1.8,-0.17,1.8,-1.5
COc1ccc(C(=O)CNc2ccc(C)cc2C)cc1,i,2.1,1273,nt,nt,nt,nt,nt,10%,nt,nt,nt,nt,9,661,-0.41,-0.17,0.15,0.19
COC(=O)c1cc(OC)c(OC)cc1NC(=O)CSc1nnc(-c2cccnc2)n1C,i,1.6,1142,4.5,2.4,5.5,nt,nt,17%,-1,-8,i,-3,4,697,-0.84,-0.24,-0.59,-0.17
O=C1c2ccccc2C(Nc2ccc(S(=O)(=O)N3CCCCCC3)cc2)N1Cc1ccco1 (stereo not drawn),i,nt,nt,5.2,2.4,4.4,-0.72,847,-9%,3,-10,i,7,nt,nt,0.53,0.019,0.56,-1.6
COc1ccc(C2=NN(C(=O)c3cccs3)C(c3ccccc3OC)C2)cc1OC (stereo not drawn),i,-5.7,1076,2.1,2.6,17,-0.72,1557,8%,67*,57*,i,1,13,671,0.73,-0.32,1.1,-0.92
O=C(COC(=O)CCc1nc2ccccc2s1)Nc1ncc(Cl)cc1Cl,i,0.0,1107,2.6,1.9,5.4,-0.43,1566,-12%,-8,-8,i,0,1,700,0.73,-0.29,0.27,0.16
CC(C)Oc1ccc(Cc2n[nH]c(=S)n2Cc2ccccc2)cc1Cl,i,-2.0,1100,1.0,1.8,5.9,0.11,1598,16%,67*,18*,i,12,9,651,-1.2,0.03,0.04,0.9
CCn1cc(C(=O)NCCN(C)CCc2ccccc2)c(=O)c2cc(S(=O)(=O)N(C)C)ccc21,i,-2.0,1069,1.6,1.7,6.8,3.9*,1564*,-3%,20,18,i,6,-16,684,0.35,1.3,0.7,0.87
CC1(C)C(C=C(Cl)Cl)C1C(=O)N(Cc1cccc(Cl)c1)C1CCS(=O)(=O)C1 (stereo not drawn),i,-0.7,942,0.9,2.4,7.8,-1.6,1360,4%,24,-10,i,1,-11,625,0.41,-0.29,-0.072,-0.42
CCc1cccc(C)c1NC(=S)NCc1ccc2[nH]c(C)cc2c1,i,0.1,538,3.0,2.3,9.7,-0.25,1098,-31%,18,-16,i,25,-41,588,-0.31,-0.23,0.68,0.23
Cc1ccc(Oc2ccc(OCC(=O)NC(CC(C)C)C(=O)O)cc2)cc1 (stereo not drawn),i,-4.2,1094,3.0,3.2,9.9,nt,nt,-15%,-6,10,i,-9,-20,658,1.4,0.22,0.11,-1.5
O=C(CSc1nc2c(cnn2-c2ccc(F)cc2)c(=O)[nH]1)N1CCCCCC1,i,3.0,863,3.8,1.4,9.3,1.5,1113,18%,18,10,nt,nt,4,681,1.5,0.01,1.3,-1.2
CS(=O)(=O)CCC(C(=O)OCc1ccc(Br)cc1)N1C(=O)c2ccccc2C1=O (stereo not drawn),i,-2.2,1142,7.1,2.1,6.4,0.62,1426,10%,-23,-2,i,14,-7,693,-0.26,0.023,-0.16,-0.42
